Screening data: PubChem, several laboratories
Wnt act: activators of Wnt/beta-catenin signaling; Wnt/beta-catenin reporter cell assay, activator, plate reader; activation, % at 9.35 µM; 300,000 tested, 1.2% active; in the data active = activation above about 30%, passing the limit was not always enough;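 also: 0% = neutral control wells and 100% = positive control wells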
MOR-DOR ag: OPRM1-OPRD1 heterodimerization agonism | P35372+P41143 | cells, luminescence | activation, % at 9.3 µM | 340,000 tested, 0.3% active; in the data active = activation above about 18%;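 also: 0% = vehicle-treated cells and 100% = reference agonist; values of inactives mirror those of a sister screen read the other way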
C-LANA FP: inhibitors of KSHV LANA C-terminal domain DNA binding. MBP-C-LANA/FAM-LBS DNA binding, fluorescence polarization. inhibition, % at 9 µM. 340,000 tested, 0.078% active. AID 504423;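 active = highest replicate inhibition at or above 60% at 9 µM, even if other replicates fall short; inactive = all replicates below 60% inhibition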;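 also: 0% = neutral control wells and 100% = 4 µM acridine orange control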
Arrestin-AP2 inh: inhibitors of human beta-arrestin and AP2 interaction; inhibition, % at 10 µM; 340,000 tested, 0.31% active; FITC-arrestin peptide / GST-AP2 beads, flow cytometry; AP2 beta2 appendage carries R879A mutation;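 active = inhibition above a set limit, near 3 SD of compounds lacking own fluorescence, cut at about 54% in these data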;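 also: plate controls were DMSO wells for no effect and 5 µM unlabelled arrestin peptide for full effect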
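System: GST-AP2 R879A glutathione beads | Also added: FITC-arrestin peptide, 50 nM | Times: 12 min plus 1 h, RT | Signal: Bead flow cytometry, FITC channel | Buffer or medium: PBS with 0.05% Tween 20 and 0.1% BSA | Read-out basis: Percent drop in bead-associated FITC signal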
Keap1-Nrf2 PPI: inhibitors of human Keap1-Nrf2 protein-protein interaction. Keap1 Kelch-Nrf2 peptide fluorescence polarization, 1536-well. 340,000 tested, 0.15% active. inhibition, % at 9.4 µM; in the data active = inhibition above about 12%;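 also: human Keap1 Kelch domain with fluorescein labeled Nrf2 9mer peptide probe; 0% = neutral control wells and 100% = peptide positive control; higher means more block of Keap1 binding to Nrf2 peptide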
V-ATPase pHluor: alters yeast V-ATPase proton transport; S. cerevisiae, pHLuorin cytosolic pH fluorescence; response, % at 10 µM; 350,000 tested, 0.37% active; AID 504577; in the data active = response mostly above about 7.3%, no sharp cut-off; inactive = mostly below about 5.4%; also: actives read high; inactives centre near 0; some compounds called inactive have numbers as strong as hits; reference of the scale not given here
OPRM1-OPRD1 inv: mu-delta opioid heterodimer inverse agonism; inhibition, % at 9.3 µM; 340,000 tested, 0.21% active; P35372+P41143; AID 504357; cell-based MOR-DOR heterodimer luminescence; in the data active = inhibition above about 22%, passing the limit was not always enough;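 also: 0% = cells with DMSO and 100% = wells without cells with DMSO; values of inactives mirror those of a sister screen read the other way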
Pemphigus Ab inh: inhibitors of pemphigus antibody binding to human desmoglein-3; P32926; DSG3-coupled beads, scFv-anti-DSG3-GFP binding, flow cytometry; active compounds read low; binding (percent of control), % at 10 µM; 310,000 tested, 0.48% active; AID 588358;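 active = binding more than 3 SD below its plate's average and above zero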;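 also: hits lower antibody fragment binding to DSG3; some compounds called inactive have numbers as strong as hits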
Target sequence (P32926 whole entry, looked up, the tested form may be a part): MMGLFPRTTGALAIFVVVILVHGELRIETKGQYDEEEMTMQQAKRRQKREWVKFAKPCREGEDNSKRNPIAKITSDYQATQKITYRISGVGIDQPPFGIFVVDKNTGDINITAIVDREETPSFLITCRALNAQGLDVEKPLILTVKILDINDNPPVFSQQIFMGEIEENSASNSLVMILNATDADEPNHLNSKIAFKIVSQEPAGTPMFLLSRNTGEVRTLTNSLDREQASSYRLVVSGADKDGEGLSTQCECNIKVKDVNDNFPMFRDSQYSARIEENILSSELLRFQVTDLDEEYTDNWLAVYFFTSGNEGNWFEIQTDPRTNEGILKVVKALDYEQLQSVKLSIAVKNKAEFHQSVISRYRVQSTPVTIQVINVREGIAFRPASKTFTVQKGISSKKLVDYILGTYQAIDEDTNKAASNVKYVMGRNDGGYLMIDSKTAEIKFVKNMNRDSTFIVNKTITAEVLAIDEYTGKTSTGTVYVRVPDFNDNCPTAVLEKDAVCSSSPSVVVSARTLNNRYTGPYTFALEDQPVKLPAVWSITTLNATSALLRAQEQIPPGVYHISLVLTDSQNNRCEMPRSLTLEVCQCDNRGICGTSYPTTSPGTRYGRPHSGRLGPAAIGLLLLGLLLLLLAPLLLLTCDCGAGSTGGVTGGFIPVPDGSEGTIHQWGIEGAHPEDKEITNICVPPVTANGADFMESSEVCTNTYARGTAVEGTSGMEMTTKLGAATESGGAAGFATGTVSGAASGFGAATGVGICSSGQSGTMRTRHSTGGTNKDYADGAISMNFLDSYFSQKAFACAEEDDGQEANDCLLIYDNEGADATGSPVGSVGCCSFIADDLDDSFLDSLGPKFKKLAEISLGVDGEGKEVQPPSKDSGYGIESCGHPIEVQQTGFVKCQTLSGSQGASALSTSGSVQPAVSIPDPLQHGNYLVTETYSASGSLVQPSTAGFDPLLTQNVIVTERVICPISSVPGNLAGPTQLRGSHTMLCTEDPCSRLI
cardiac RTF act: increases calcium sensitivity of human cardiac regulated thin filaments. 340,000 tested, 0.24% active. IANBD-labeled TnC RTF fluorescence at EC20 calcium; 0% EC20 calcium, 100% full calcium. AID 493008. P19429+P45379. activation, % at 7.2 µM;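 active = activation above the mean over all tested compounds plus 3 SD, cut at about 30% in these data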;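 also: rise in fluorescence read as greater calcium sensitivity of cardiac thin filaments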
Cardiac RTF inh: cardiac RTF calcium desensitization; P19429+P45379; IANBD-labeled cardiac RTF, Ca2+ fluorescence; inhibition, % at 7.15 µM; 340,000 tested, 0.12% active; AID 493244;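 active = inhibition above the mean inhibition of all tested compounds plus 3 SD, cut at about 17% in these data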;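 also: assay run at fixed EC70 calcium of 1.6 mM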
An asterisk follows results filed as active; nt = not tested or not shown. Random draw from the library; 3.1% or so of the library scored in one or more.

smiles,Pemphigus Ab inh,Wnt act,MOR-DOR ag,Arrestin-AP2 inh,V-ATPase pHluor,cardiac RTF act,Cardiac RTF inh,Keap1-Nrf2 PPI,C-LANA FP,OPRM1-OPRD1 inv
COc1cc(/C=C/C(=O)OC(C)C(=O)Nc2c(C)n(C)n(-c3ccccc3)c2=O)ccc1OCC#N (centres undefined),101,0,-0.2,13,0,1,-5,-2,-5.1,1
CC(C)N=C(NC#N)SCc1ccccc1F,106,0,-1.0,-4,1,-1,-12,1,0.5,6
Cc1ccc(OCC(=O)N2CCC(C)CC2)c([N+](=O)[O-])n1,112,-3,-1.4,-7,-1,1,-4,-1,0.6,6
Cc1ccc(S(=O)(=O)NC(CC(=O)NCC2CCCO2)c2ccccc2)cc1 (centres undefined),nt,0,-1.2,5,4,8,-7,-1,1.7,6
COc1ccc(NC(C)=O)cc1NC(=O)CN1CCN(CC(=O)Nc2ccccc2Cl)CC1,109,nt,-1.9,2,0,-2,-1,2,1.1,11
CC(=O)c1cccc(NC(=O)CN2C(=O)COc3ccc(S(=O)(=O)N4CCOCC4)cc32)c1,nt,-1,1.0,5,3,3,-7,-1,-1.2,-5
CCOC(=O)N1CCN(C(=O)COc2ccc3oc4c(c3c2)CCCC4)CC1,94,0,-4.5,15,-2,-13,-5,0,0.7,22
N#CC(c1ccc(Cl)cc1)c1ncc(C(F)(F)F)cc1Cl (centres undefined),98,nt,3.1,-4,-2,1,-1,0,-1.1,-16
CCc1c(O)cc2n(c1=O)-c1ccccc1C2(C)C,99,nt,3.8,-1,7,2,-4,-3,-0.3,-22
C[C@H](NC(=O)CCCOc1ccc(Cl)cc1Cl)c1nnc2ccccn12,93,-2,-3.8,-10,2,-2,-4,5,-1.6,20
NC1=NC2(CCCCC2)N=C(Nc2ccc(Br)cc2)N1,104,0,-1.7,-3,3,3,-11,1,0.1,8
COc1ccc(-c2csc(Nc3cc(C)ccn3)n2)cc1C,94,13,2.0,4,0,1,-3,-1,1.4,-9
Cc1ccc(N2CC(C(=O)Nc3ncc([N+](=O)[O-])s3)CC2=O)cc1 (centres undefined),117,1,-2.7,25,4,-3,-2,-4,-1.3,9
Cc1cc(C(=O)N/N=C/c2ccc([N+](=O)[O-])s2)c2ccccc2n1,99,-4,1.7,4,2,-2,0,-4,1.8,-9
COc1cccc(-c2cc(C(F)(F)F)n3ncc(C(=O)O)c3n2)c1,106,nt,-2.5,3,-3,1,-13,0,-1.1,13
Brc1ccc(N=Nc2ccc3ccccc3n2)cc1,92,-11,-2.9,-4,-2,1,2,-2,0.2,15
COc1cc2cc(C(c3nnnn3C3CCCC3)N3CCCCC3)c(=O)[nH]c2cc1OC (centres undefined),108,nt,0.4,-2,1,0,-8,-2,-1.1,-2
COc1cc(OC)cc(C(=O)N[C@@H](CCSC)c2nc3ccccc3[nH]2)c1,100,-3,-2.2,-7,0,2,-5,0,1.6,11
C[C@H](NC(=O)[C@@H]1Cc2ccccc2CN1)C(=O)Nc1ccc2c(c1)OCO2,100,2,-3.4,-17,-1,-7,-8,-1,1.3,19
COc1ccc(C(=O)NC(Cc2c[nH]c3ccccc23)C(=O)O)cc1 (centres undefined),106,7,-0.8,12,2,10,2,-2,-3.8,4
Cc1ccc(S(=O)(=O)Nc2cccc(C(=O)NCCN3CCOCC3)c2)cc1F,118,1,-1.6,6,1,3,1,-3,0.1,7
CC[C@]12c3[nH]c4cc(-c5ccco5)ccc4c3CCN1C(=O)[C@@H](CC(=O)NCc1ccco1)C[C@@H]2C(=O)N1CCN(C(=O)c2ccco2)CC1,99,-2,-1.7,-3,2,1,-6,-4,-0.3,8
CC(C)[C@H](NC(=O)c1ccccc1)C(=O)Nc1cccc(S(=O)(=O)N2CCOCC2)c1,nt,0,-2.8,7,1,0,-5,-4,1.0,11
C/C(=N\O)C(=O)C(CN1CCCCC1)CN1CCCCC1,84,0,-0.1,33,-12,-3,-1,2,-0.7,1
c1ccc2sc(NC3=NCN(C4CCCCC4)CN3)nc2c1,102,3,-0.9,2,-1,-2,-7,-3,-1.4,5
CCCc1cc(NC(=O)CCl)n(-c2ccccc2)n1,98,3,-2.5,2,3,-3,1,-3,1.1,13
COc1ccccc1C(=O)N1C(CC(=O)Nc2cc(Cl)ccc2C)C(=O)NC2CCCCC21 (centres undefined),119,-2,-3.9,1,2,3,-4,-2,0.1,18
CCCC(=O)Nc1nnc(SCC(=O)NC2CC2)s1,105,0,0.8,-2,1,0,-8,-6,-0.4,-5
COc1ccccc1CNC(=O)COc1ccccc1C(=O)c1cnn(-c2ccccc2)c1,nt,58*,0.6,-8,5,1,6,-4,-0.3,-2
CCn1c(Cc2c(C)[nH]c3ccccc23)nnc1SCC(N)=O,93,-2,0.4,25,1,7,2,0,1.2,-3
Cn1c(N)c(C(=O)CSc2nnc(C3CC3)n2Cc2ccccc2)c(=O)n(C)c1=O,98,1,-0.5,-9,-3,-4,-4,2,1.6,3
CC(=O)Oc1c(S(=O)(=O)c2ccc(C)cc2)c(C)nn1C(C)(C)C,108,nt,-0.6,-7,-1,-2,-11,0,-1.0,3
C=CCn1c(SCc2ccccc2C#N)nnc1-c1cc(Br)ccc1O,98,1,-2.3,3,-2,-2,-2,1,-0.6,12
COc1cc2c(cc1NC(=O)c1cccnc1)oc1ccccc12,111,nt,-2.6,7,5,0,6,-7,-2.1,15
N#Cc1ccccc1Sc1ccccc1C(=O)NCC(c1ccco1)N1CCCCC1 (centres undefined),104,-1,-4.1,-9,3,5,-2,5,-1.8,16
CC(=O)Oc1cc2c3c(c1)/C(=C1/SC(=S)NC1=O)C(=O)N3C(C)(C)C=C2C,109,-1,-2.1,-10,2,-9,-2,-8,1.3,11
O=S(=O)(NCc1cccnc1)c1ccc(Cl)c(Cl)c1Cl,101,nt,-2.1,10,-7,-6,-9,1,-0.9,11
O=C(N/N=C(\Cc1ncc[nH]1)c1ccccc1)c1ccncc1,115,0,-3.1,-11,2,-1,-6,0,2.6,15
Cc1cc(C)cc(NC(=S)NCc2ccncc2)c1,nt,0,-3.0,-2,1,7,0,-5,4.8,14
COCC(C)N=C1NN=C(c2cccs2)C(CC(=O)O)S1 (centres undefined),101,1,-4.8,-4,-4,6,1,-5,-0.1,25
CCn1nc(Cc2cccc3ccccc23)c(C#N)c1N,98,0,-3.9,8,8,8,2,0,1.4,21
Cc1c(CCC(=O)N2CCC(C(=O)O)(c3ccccc3)CC2)c(=O)oc2cc3oc4c(c3cc12)CCCC4,103,0,-0.5,17,-2,-3,-9,-3,0.3,3
COCCCN(C(=O)c1ccc(-c2ccc(C(C)=O)cc2)o1)c1c(N)n(CC(C)C)c(=O)[nH]c1=O,101,10,-1.2,-2,-1,-7,-3,2,4.1,5
CCn1c(SCC(=O)Nc2nc3ccc(OC)cc3s2)nc2c1c(=O)n(C)c(=O)n2C,nt,nt,-0.9,13,1,-3,-12,-2,-1.2,5
Cn1c(C(=O)OCC(=O)NCc2cccs2)cc2sccc21,40*,0,7.4,6,3,1,-2,-8,-1.2,-46
CS(=O)(=O)c1ccccc1-c1nc(-c2ccc(C(F)(F)F)cc2)no1,112,-4,-1.3,-2,-2,1,-2,-4,-1.2,6
Cc1nn(C)cc1/C=C1\CCC/C(=C\c2cn(C)nc2C)C1=O,96,nt,1.1,4,-3,10,-3,-6,-2.3,-6
CC(=O)N1c2ccc(S(=O)(=O)N3CCC(C(=O)NCCc4ccc(Cl)cc4)CC3)cc2CC1C (centres undefined),nt,-5,-1.8,-9,2,-5,-4,3,-0.6,9
CCOC(=O)CSC1=C(C#N)C(c2ccccc2Cl)C(C(=O)OC)C(=O)N1 (centres undefined),104,-4,0.8,25,-3,-1,-4,2,0.4,-4
COc1ccc(-c2nc(CN3CCC(C(=O)N4CCc5ccccc54)CC3)c(C)o2)cc1OC,114,-3,0.7,4,-2,3,-9,1,-0.5,-4
CC(C)n1cnnc1SCC(=O)Nc1ccc(N2CCCCC2)cc1,106,4,0.0,-7,-2,-2,-4,3,-2.4,0
COc1ccc(/C=C/C(=O)OCC(=O)c2c[nH]c3ccccc23)cc1,102,-2,3.1,12,-2,-2,-3,2,1.2,-13
O=C(C(Cc1ccc(Cl)cc1)NS(=O)(=O)c1ccccc1)N1CC[C@@]2(O)CCCC[C@H]2C1 (some centres undefined),110,nt,-1.0,-3,0,3,-20,-2,-0.7,5
CC1CCCN(c2c([N+](=O)[O-])cc(C(=O)O)cc2[N+](=O)[O-])C1 (centres undefined),98,10,-1.9,8,0,0,-11,-1,2.2,10
CC(C)(C)c1ccc(OCCCCCCN2CCNCC2)cc1,127,-4,1.9,3,-3,8,-7,-5,-1.1,-10
O=C(c1cc(-c2cccs2)nc2ccccc12)N1CCN(S(=O)(=O)c2ccccc2)CC1,91,nt,-1.1,25,-4,2,-9,1,-2.4,6
Cc1ccc(C)c(OCc2nnc(SCC(=O)NC(=O)NCc3ccco3)o2)c1,93,-1,0.4,8,-1,-6,-10,2,0.2,-2
O=C(/C=C/c1cccc([N+](=O)[O-])c1)OCC1CCCO1 (centres undefined),100,0,0.8,3,-1,-3,-5,-5,0.7,-4
Cc1ccc(N(CC(=O)O)S(C)(=O)=O)cc1,98,-2,-1.7,37,-3,-4,-1,1,-0.2,10
CC1(C(=O)NC2CCCC2)CCC(=O)N1Cc1ccc2c(c1)OCO2 (centres undefined),102,-1,-1.9,1,-2,1,2,0,1.5,10

An excerpt from above in order of number of heavy atoms, smallest number first.
smiles,Pemphigus Ab inh,Wnt act,MOR-DOR ag,Arrestin-AP2 inh,V-ATPase pHluor,cardiac RTF act,Cardiac RTF inh,Keap1-Nrf2 PPI,C-LANA FP,OPRM1-OPRD1 inv
Cc1nn(C)cc1/C=C1\CCC/C(=C\c2cn(C)nc2C)C1=O,96,nt,1.1,4,-3,10,-3,-6,-2.3,-6
CC(=O)Oc1c(S(=O)(=O)c2ccc(C)cc2)c(C)nn1C(C)(C)C,108,nt,-0.6,-7,-1,-2,-11,0,-1.0,3
COc1ccc(-c2nc(CN3CCC(C(=O)N4CCc5ccccc54)CC3)c(C)o2)cc1OC,114,-3,0.7,4,-2,3,-9,1,-0.5,-4

Additional entries follow.
smiles,Pemphigus Ab inh,Wnt act,MOR-DOR ag,Arrestin-AP2 inh,V-ATPase pHluor,cardiac RTF act,Cardiac RTF inh,Keap1-Nrf2 PPI,C-LANA FP,OPRM1-OPRD1 inv
COc1cccc(OCC(=O)NN=C2c3ccccc3-c3ccccc32)c1,100,nt,0.0,-2,-4,-5,-6,-1,1.3,0
Cn1cc(-c2ccno2)c(C(=O)O)n1,100,-19,-3.2,18,-2,3,-9,-4,1.5,16
CC(C)NC1=C(Cl)C(=O)c2ccccc2C1=O,120,nt,2.8,32,-1,-1,-6,2,-0.8,-13
c1cnc2c(Oc3ncnc4sccc34)cccc2c1,97,0,-0.8,42,-1,1,1,-7,0.1,4
CC(=O)N1CCOc2ccc(S(=O)(=O)NCC3CCC(C(=O)Nc4ncccc4C)CC3)cc21 (centres undefined),90,0,-2.2,-6,-2,-4,0,-1,-0.5,11
CNC(=S)NC1CC2CCCC(C1)N2Cc1ccco1 (centres undefined),126,-2,-0.4,10,-5,-15,4,-5,0.2,2
